Bioassay records from PubChem BioAssay.
Pemphigus Ab inh: inhibitors of pemphigus antibody binding to human desmoglein-3. P32926. AID 588358. hit rate 0.48% among 310,000. DSG3-coupled beads, scFv-anti-DSG3-GFP binding, flow cytometry; hits give low values. binding (percent of control), % at 10 µM;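 active = binding more than 3 SD below its plate's average and above zero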;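 also: hits lower antibody fragment binding to DSG3; some compounds called inactive have numbers as strong as hits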
Arrestin-AP2 inh: inhibitors of human beta-arrestin and AP2 interaction. FITC-arrestin peptide / GST-AP2 beads, flow cytometry; AP2 beta2 appendage carries R879A mutation. inhibition, % at 10 µM. hit rate 0.31% among 340,000;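 active = inhibition above a set limit, near 3 SD of compounds lacking own fluorescence, cut at about 54% in these data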;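 also: plate controls were DMSO wells for no effect and 5 µM unlabelled arrestin peptide for full effect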
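Measured by: flow cytometry, FL1 (488/535 nm); Material: AP2 appendage R879A on GSH beads; Evaluation: percent response; Timing: pre-incubation 12 min, peptide binding 1 h, room temperature; Also added: 50 nM FITC-arrestin peptide; Medium: PBS with 0.05% Tween 20 and 0.1% BSA.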
RTF Ca sens inh: cardiac RTF calcium desensitization; P19429+P45379; hit rate 0.12% among 340,000; inhibition, % at 7.15 µM; AID 493244; IANBD-labeled cardiac RTF, Ca2+ fluorescence;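 active = inhibition above the mean inhibition of all tested compounds plus 3 SD, cut at about 17% in these data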;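 also: assay run at fixed EC70 calcium of 1.6 mM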
cardiac RTF act: increases calcium sensitivity of human cardiac regulated thin filaments; P19429+P45379; IANBD-labeled TnC RTF fluorescence at EC20 calcium; 0% EC20 calcium, 100% full calcium; activation, % at 7.2 µM; hit rate 0.24% among 340,000; AID 493008;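 active = activation above the mean over all tested compounds plus 3 SD, cut at about 30% in these data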;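 also: rise in fluorescence read as greater calcium sensitivity of cardiac thin filaments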
Wnt bcat act: Wnt/beta-catenin pathway activation; hit rate 1.2% among 300,000; AID 743398; activation, % at 9.35 µM; Wnt/beta-catenin reporter cell assay, activator, plate reader; in the data active = activation above about 30%, passing the limit was not always enough;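 also: 0% = neutral control wells and 100% = positive control wells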
Keap1 Nrf2 FP: inhibitors of human Keap1-Nrf2 protein-protein interaction | Q14145 | Keap1 Kelch-Nrf2 peptide fluorescence polarization, 1536-well | inhibition, % at 9.4 µM | hit rate 0.15% among 340,000 | AID 504523; in the data active = inhibition above about 12%;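 also: human Keap1 Kelch domain with fluorescein labeled Nrf2 9mer peptide probe; 0% = neutral control wells and 100% = peptide positive control; higher means more block of Keap1 binding to Nrf2 peptide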
Target sequence (Q14145 whole entry, looked up, the tested form may be a part): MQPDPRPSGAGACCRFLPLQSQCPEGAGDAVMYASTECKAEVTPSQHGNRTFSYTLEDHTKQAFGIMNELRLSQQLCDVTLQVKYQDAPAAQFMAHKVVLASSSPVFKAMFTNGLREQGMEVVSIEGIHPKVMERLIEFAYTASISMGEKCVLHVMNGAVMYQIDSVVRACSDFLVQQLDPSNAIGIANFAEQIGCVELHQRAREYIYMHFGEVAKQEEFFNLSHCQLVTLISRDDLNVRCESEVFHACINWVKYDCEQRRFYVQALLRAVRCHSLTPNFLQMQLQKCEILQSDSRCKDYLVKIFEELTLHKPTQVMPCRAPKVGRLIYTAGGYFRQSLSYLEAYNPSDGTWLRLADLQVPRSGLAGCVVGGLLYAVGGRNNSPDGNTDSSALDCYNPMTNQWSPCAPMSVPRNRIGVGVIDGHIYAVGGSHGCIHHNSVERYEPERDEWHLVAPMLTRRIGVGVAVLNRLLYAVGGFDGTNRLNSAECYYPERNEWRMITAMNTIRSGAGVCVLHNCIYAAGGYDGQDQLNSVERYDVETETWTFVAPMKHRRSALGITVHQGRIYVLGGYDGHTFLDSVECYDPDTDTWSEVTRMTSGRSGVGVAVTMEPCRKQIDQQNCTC
V-ATPase pH: alters yeast V-ATPase proton transport; AID 504577; hit rate 0.37% among 350,000; response, % at 10 µM; S. cerevisiae, pHLuorin cytosolic pH fluorescence; in the data active = response mostly above about 7.3%, no sharp cut-off; inactive = mostly below about 5.4%; also: actives read high; inactives centre near 0; some compounds called inactive have numbers as strong as hits; reference of the scale not given here
MOR-DOR ag: agonists of human mu-delta opioid receptor heterodimerization. activation, % at 9.3 µM. hit rate 0.3% among 340,000. P35372+P41143. cells, OPRM1-OPRD1 heterodimerization, luminescence; in the data active = activation above about 18%;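 also: 0% = vehicle-treated cells and 100% = reference agonist; values of inactives mirror those of a sister screen read the other way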
C-LANA FP: inhibitors of KSHV LANA C-terminal domain DNA binding; inhibition, % at 9 µM; MBP-C-LANA/FAM-LBS DNA binding, fluorescence polarization; AID 504423; hit rate 0.078% among 340,000;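 active = highest replicate inhibition at or above 60% at 9 µM, even if other replicates fall short; inactive = all replicates below 60% inhibition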;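 also: 0% = neutral control wells and 100% = 4 µM acridine orange control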
MOR-DOR inv ag: inverse agonist of human OPRM1-OPRD1 heterodimerization | cell-based MOR-DOR heterodimer luminescence, inverse agonism | inhibition, % at 9.3 µM | hit rate 0.21% among 340,000 | AID 504357; in the data active = inhibition above about 22%, passing the limit was not always enough;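 also: 0% = cells with DMSO and 100% = wells without cells with DMSO; values of inactives mirror those of a sister screen read the other way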
The depositor's hits bear a star; nt = no result given.

Structure,Pemphigus Ab inh,Arrestin-AP2 inh,RTF Ca sens inh,cardiac RTF act,Wnt bcat act,Keap1 Nrf2 FP,V-ATPase pH,MOR-DOR ag,C-LANA FP,MOR-DOR inv ag
Cc1cc(OCC(=O)Nc2cnn(CCCC(=O)O)c2)ccc1[N+](=O)[O-],109,31,0,0,0,-1,4,-0.2,1.7,1
COc1cccc(NC(=O)CNS(=O)(=O)c2ccc3nc(C)sc3c2)c1,110,4,-7,3,nt,0,-2,-1.2,2.0,6
Cc1ccc(C(=O)Nc2cccc(S(=O)(=O)N3CCCCC3)c2)cc1S(=O)(=O)N1CCOCC1,94,33,2,-4,-3,2,-1,-0.6,-0.3,3
COc1nsnc1N1CCOCC1,113,16,10,0,-1,-2,-1,-1.3,2.2,6
O=C1Nc2ccccc2C(O)(C(=O)NCc2ccco2)N1c1ccc(Cl)c(Cl)c1 (centres undefined),110,3,-2,-3,-1,-8,-1,1.8,0.9,-7
O=C(O)c1ccccc1C(=O)NCC(O)COc1ccc(Cl)cc1 (centres undefined),109,2,-14,-2,9,-5,2,-2.5,0.7,14
CC(=O)N1c2ccc(S(=O)(=O)N(C)CC(=O)N(C)Cc3ccccc3)cc2CC1C (centres undefined),97,13,-2,-2,-1,-1,6,0.7,1.2,-4
CN(CCOc1ccc(-c2ccn(S(=O)(=O)c3c(Cl)cccc3Cl)n2)cc1)c1ccccn1,98,5,-18,-1,-5,-2,1,-0.8,-0.7,5
COc1cc(C)c(S(=O)(=O)N2CCCC2)cc1C,nt,-1,-7,-1,nt,-6,-2,2.5,0.0,-10
COc1cc(CNC(=O)c2ccc3oc(C(C)C)nc3c2)cc(OC)c1,108,8,-1,-4,2,-6,-4,-0.5,0.0,3
Nc1nc(SCc2nc3scc(-c4ccccc4)c3c(=O)[nH]2)n[nH]1,113,4,-6,3,1,-2,3,-0.8,-1.0,4
O=[N+]([O-])c1ccc(NCCCO)c(C(F)(F)F)c1,101,3,8,4,0,-3,2,-1.7,-0.1,9

Structure,Pemphigus Ab inh,Arrestin-AP2 inh,RTF Ca sens inh,cardiac RTF act,Wnt bcat act,Keap1 Nrf2 FP,V-ATPase pH,MOR-DOR ag,C-LANA FP,MOR-DOR inv ag
CC(C)n1cc(C(=O)c2cc(Br)ccc2O)cc(C#N)c1=O,98,4,-4,-1,-4,-5,6,-0.1,-1.5,1
CCOC(=O)c1c(NC(C)=O)sc(C(=O)NC2CCCC2)c1C,nt,-4,-16,-4,-2,1,7,-0.7,-1.1,4
COC(CNC(=O)CC1C(=O)N(Cc2ccccc2)C(C)c2nc3ccccc3n21)OC (centres undefined),86,1,2,-5,-7,0,-4,nt,1.2,nt
CC(=O)c1ncnn1CC(=O)c1ccc(Cl)cc1Cl,105,-1,-2,-4,nt,-1,1,-1.9,-1.3,10
CC(=O)Nc1ccc(S(=O)(=O)NCCc2ccccn2)cc1,nt,6,-3,-1,-1,4,-3,-4.2,0.0,19
Cc1ccccc1-c1nc(CN2CCCC(C(=O)NCc3cccnc3)C2)c(C)o1 (centres undefined),107,-6,-3,-2,nt,-3,-4,-2.2,-0.2,11
O=C(CCN1C(=O)/C(=C/c2ccc(Cl)cc2)SC1=S)Nc1cccc(C(=O)O)c1,99,-1,2,1,-1,2,3,-0.2,13,1
Cc1ccc(C(=O)Sc2cccccc2=O)cc1,109,31,-3,-4,-10,-25,7,-8.8,-0.1,40*
CCN(CC)C(=O)Cn1cc(C(=O)C(=O)NCCc2c[nH]c3ccccc23)c2ccccc21,92,22,-7,-1,-3,-3,3,0.6,-0.8,-3
CC(=O)c1c(NCCc2ccccc2)cc(C)oc1=O,101,12,-8,-7,0,0,-5,-1.4,-0.9,7
N#Cc1cnn(-c2ccccc2)c1NC(=O)CN1CCOCC1,102,-18,nt,nt,1,nt,-1,nt,nt,nt
Cc1ccc(C(=O)NC(C)CCc2ccccc2)cc1[N+](=O)[O-] (centres undefined),117,7,11,9,-4,0,4,2.1,-0.8,-12

Structure,Pemphigus Ab inh,Arrestin-AP2 inh,RTF Ca sens inh,cardiac RTF act,Wnt bcat act,Keap1 Nrf2 FP,V-ATPase pH,MOR-DOR ag,C-LANA FP,MOR-DOR inv ag
COc1ccc(CCNc2nc(C)cc(C)n2)cc1OC,98,8,-4,0,2,1,-3,-2.6,-1.1,13
Cc1ccc(C(c2nnnn2CS(=O)(=O)c2ccc(C)cc2)N2CCCC2)cc1 (centres undefined),106,31,-2,1,1,-1,-2,-0.2,0.5,1
CCOC(=O)c1c(-c2ccccc2)oc2cc(CN(C)C)c(O)c(CN(C)C)c12,103,1,-21,6,7,4,0,-1.0,2.1,5
CCn1ccnc1CN1CCC(CO)(CCOc2ccccc2)CC1,97,-6,1,-2,-3,-4,1,-2.1,1.1,10
CC(=O)OCC(=O)Nc1ccccc1C,105,-15,-1,1,-1,-1,-2,-1.3,-1.2,7
O=C(O)c1cc(S(=O)(=O)N2CCN(S(=O)(=O)c3ccc4ccccc4c3)CC2)ccc1Br,116,-9,-1,1,-1,0,3,0.7,-0.7,-3
COC(C(=O)Nc1ccnn1C1CCN(Cc2cnn(C(C)C)c2)CC1)c1ccccc1 (centres undefined),nt,1,0,-1,1,3,2,-3.2,-0.8,17
Cn1c(SCC(=O)NC2CCCCC2)nnc1-c1ccccc1O,109,-14,1,-1,-1,2,1,-0.1,-0.8,0
O=S(=O)(c1cccc2nsnc12)N1CCCC1,101,-2,-8,5,nt,-1,4,-0.6,-0.1,3
CCC(C)(C)n1nnnc1C(c1ccc(C)cc1)N1CCN(Cc2ccc3c(c2)OCO3)CC1 (centres undefined),nt,0,2,-2,-3,3,-1,3.9,2.0,-23
O=C(NC1CCCCC1)/C(=N\O)c1ccccn1,96,26,-7,10,-1,-1,0,0.3,-3.5,-2
CC(CNCc1ccc2c(c1)OCO2)NCc1ccc2c(c1)OCO2 (centres undefined),103,3,-11,-1,-2,1,0,0.9,0.8,-5

Structure,Pemphigus Ab inh,Arrestin-AP2 inh,RTF Ca sens inh,cardiac RTF act,Wnt bcat act,Keap1 Nrf2 FP,V-ATPase pH,MOR-DOR ag,C-LANA FP,MOR-DOR inv ag
O=C(CCN=C1NS(=O)(=O)c2ccccc21)NCc1ccccc1F,95,0,-2,-5,1,7,-3,-3.3,1.0,16
CC(=O)Cc1nsc(NC(=O)c2ccc(-c3ccc(Cl)cc3Cl)o2)n1,93,-17,-5,-1,nt,0,7,0.0,0.4,0
Cc1nn(C)cc1C(=O)NNC(=S)Nc1ccccc1,95,9,-10,2,-1,4,-5,-0.3,-0.4,2
Cc1cc(C)cc(OCC(=O)Nc2nc(-c3cccnc3)cs2)c1,97,42,-12,2,0,-2,-3,18,-0.2,-123
S=C(Nc1ccc(Cl)cc1)N1CCOCC1,62,-1,-3,8,9,1,2,-2.3,0.8,12
CCN(CC)S(=O)(=O)c1cccc(NC(=S)NC(=O)/C=C/c2ccc(S(=O)(=O)N3CCOCC3)cc2)c1,126,26,10,-6,-2,-4,-2,0.6,-0.5,-3
Cc1c(O)ccc(-c2n[nH]c(C(=O)O)c2-c2nc3ccccc3s2)c1O,88,41,-4,-2,-7,-3,-4,-3.0,0.0,16
Cc1ccc(N2C(=O)c3cccc4c([N+](=O)[O-])ccc(c34)C2=O)c2cccnc12,99,27,-3,0,41*,1,-58,-2.3,1.1,12
O=C(NCCCN1CCCC1=O)c1sc2ccccc2c1Cl,101,7,-1,1,7,2,-1,0.6,0.9,-4
Cc1ccc(OCCC(=O)OCC(=O)N2CC(=O)Nc3ccccc32)cc1,97,26,-2,8,3,-10,-4,1.0,1.4,-4
CCc1nnc(NC(=O)C2CCN(c3cnccn3)CC2)s1,nt,3,-8,3,14,-4,-3,0.5,-0.9,-3
C[C@@H]1CN(C(=O)c2ccc(OC3CCN(S(=O)(=O)N(C)C)CC3)cc2)C[C@H](C)O1,111,21,4,-5,-1,2,1,-5.7,0.3,19

Structure,Pemphigus Ab inh,Arrestin-AP2 inh,RTF Ca sens inh,cardiac RTF act,Wnt bcat act,Keap1 Nrf2 FP,V-ATPase pH,MOR-DOR ag,C-LANA FP,MOR-DOR inv ag
O=C(CCCCC(=O)NCCCc1ccccc1)NCCCc1ccccc1,100,7,-12,8,-1,-7,-4,1.2,0.9,-7
C=CCOc1ccc(Cl)cc1CNC1CCCC1,103,-10,-4,-2,-1,-4,-2,-2.1,-1.7,10
CC(C)Cc1nc(Nc2ccc(S(=O)(=O)N3CCCC3)cc2)c2nnn(Cc3ccccc3)c2n1,105,2,-12,4,nt,-5,1,-0.5,1.2,3
Cc1cnc(C(=O)OC(C)C(=O)Nc2cccc3ccccc23)cn1 (centres undefined),107,-12,-2,6,3,-1,1,-2.1,1.0,10
CSc1ncccc1C(=O)NC1CC(C)(C)Cc2c1cnn2-c1ccccc1C (centres undefined),100,-1,-7,0,2,-1,-2,0.1,2.4,-1
Cc1cc(NC(=S)N(CCCN2CCOCC2)Cc2ccco2)ccc1Cl,120,10,-1,4,-6,0,-1,-2.2,0.1,12
N#C/C(=C1/CCCCCN1)c1nc2ccccc2s1,99,-9,-12,7,nt,-4,-1,2.6,0.2,-16
COc1ccccc1N1CCN(S(=O)(=O)c2ccc3c(c2)n(C)c(=O)n3C)CC1,79,11,-4,3,0,-1,-1,-3.9,0.1,19
Cc1ccc(CN2C(=O)C(C)(C)Oc3ccc(C(=O)N4CCCCC4)cc32)cc1,103,10,-4,5,-1,1,-1,0.1,-0.6,0
COC(=O)C(C)Oc1cc(OC(C)C(=O)OC)c2c(-c3ccccc3)cc(=O)oc2c1 (centres undefined),103,8,-7,2,-1,-1,1,-0.7,-0.1,3
